Source: PubChem (several laboratories)
Rpn11 block: Rpn11 (PSMD14) deubiquitinase inhibitors, primary screen, biochemical, fluorescence polarization, uHTS; 26S proteasome non-ATPase regulatory subunit 14 (Homo sapiens), O00487; human 26S proteasome, Ub4-pepOG fluorescence polarization; 20S core pre-blocked with epoxomicin; calls only at 20 µM; hit rate 0.59% among 360,000; AID 588493, 2011;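 active means inhibition at 20 µM, scaled to each plate's controls, above about 33%, limit read from the data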
Target sequence (O00487 whole entry, looked up): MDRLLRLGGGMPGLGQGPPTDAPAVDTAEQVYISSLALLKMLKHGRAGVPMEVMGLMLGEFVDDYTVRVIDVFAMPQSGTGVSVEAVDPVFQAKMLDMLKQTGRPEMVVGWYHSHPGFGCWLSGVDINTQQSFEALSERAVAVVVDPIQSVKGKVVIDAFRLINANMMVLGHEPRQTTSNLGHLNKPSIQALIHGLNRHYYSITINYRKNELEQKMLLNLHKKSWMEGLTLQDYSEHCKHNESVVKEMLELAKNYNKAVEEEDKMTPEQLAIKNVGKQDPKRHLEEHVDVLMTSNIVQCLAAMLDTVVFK
DNMT1 inh: human DNMT1 methyltransferase inhibitors, primary screen, biochemical, molecular beacon, fluorescence, HinP1I cleavage, uHTS. hit rate 0.83% among 360,000. inhibition (reported as % activation of signal), % at 10 µM. AID 588458, 2011; in the data active means inhibition above about 50%
LMPTP inh: LMPTP phosphatase inhibitors, primary screen, biochemical, fluorescence intensity, uHTS; recombinant LMPTP-A, OMFP fluorogenic substrate; inhibition, % at 20 µM; hit rate 0.22% among 360,000;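 active means compounds that cut the enzyme signal by at least half of the control window in the single-dose screen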;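 further: plate controls were DMSO wells with enzyme plus substrate for no effect and substrate without enzyme for full effect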
Target sequence (P24666 whole entry, looked up): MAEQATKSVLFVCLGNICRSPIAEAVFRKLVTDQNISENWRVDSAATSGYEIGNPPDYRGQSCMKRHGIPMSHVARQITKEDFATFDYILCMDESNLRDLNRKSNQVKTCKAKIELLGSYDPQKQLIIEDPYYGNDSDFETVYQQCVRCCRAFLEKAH
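Assay system: LMPTP-A phosphatase enzyme | Input: 0.625 nM enzyme | Also added: Fluorogenic phosphatase substrate OMFP at 400 µM final | Compound dosing: One test concentration per compound, 20 µM, with 3% DMSO overall | Schedule: 50 min enzyme reaction at room temperature, protected from light | Signal: Fluorescence intensity | Benchmarks: no-enzyme and uninhibited controls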
SUMO1-SIM PPI: modulators of SUMO1 protein-protein interactions, primary screen, biochemical, uHTS; Small ubiquitin-related modifier 1 (Homo sapiens), P63165; SUMO1 binding to a labelled peptide, TR-FRET, 1 h; inhibition, % at 20 µM; hit rate 0.33% among 360,000; AID 602429, 2012; in the data active means inhibition above about 37%
Target sequence (P63165 whole entry, looked up): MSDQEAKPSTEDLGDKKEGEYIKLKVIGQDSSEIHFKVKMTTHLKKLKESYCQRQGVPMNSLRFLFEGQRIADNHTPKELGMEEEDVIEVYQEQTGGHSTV
Neddylation inh: inhibitors of cullin neddylation, primary screen, biochemical, TR-FRET, uHTS, NAE and Ubc12 | calls only at 25 µM | hit rate 0.58% among 360,000; in the data active means inhibition above about 36%
NadD block: inhibitors of S. aureus NadD, primary screen, biochemical, colorimetric, uHTS | Nicotinate-nucleotide adenylyltransferase NadD (Staphylococcus aureus N315) | purified NadD enzyme, colorimetric absorbance read-out | inhibition, % at 20 µM | hit rate 0.78% among 360,000 | AID 602399, 2012; in the data active means inhibition above about 26%; further: some compounds past the cut are filed as inactive
CSN deneddyl inh: inhibitors of CSN-mediated cullin deneddylation, primary screen, biochemical, fluorescence polarization, uHTS | inhibition, % at 12.5 µM | COP9 signalosome complex subunit 5 (Homo sapiens), Q92905 | Purified CSN, SCF-Nedd8-OG deneddylation | hit rate 0.38% among 360,000;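 active means pattern-corrected inhibition above about 35%, with an unprinted fluorescence ratio check between 0.5 and 1.5, limit read from the data, passing the limit was not always enough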;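 further: 0% = enzyme with substrate and 100% = substrate without enzyme; some results filed as inactive read as strong as hits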
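test system = HEK293T-derived human Csn5 enzyme | amount = 0.24 nM Csn5 enzyme, final concentration | medium = Tris/NaCl/DTT buffer, pH 7.5 | schedule = 90 min reaction at room temperature | signal = FP | evaluation = inhibition of Csn5 cleavage, % | compound dosing = single dose of 12.5 µM compound with 0.25% DMSO | probe or stimulus = 10 nM SCFSkp2-Nedd8OG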
Scp1 inh: Scp-1 phosphatase inhibitors, primary screen, biochemical, colorimetric, uHTS; Carboxy-terminal domain RNA polymerase II polypeptide A small phosphatase 1 (Homo …; inhibition, % at 20 µM; Recombinant Scp1, phosphopeptide, malachite green phosphate absorbance; hit rate 0.88% among 340,000;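 active means inhibition above about 50% at 20 µM, limit read from the data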;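 further: plate controls were DMSO wells with enzyme for no effect and wells lacking enzyme for full effect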
Target sequence (Q9GZU7 76-261 limits assumed): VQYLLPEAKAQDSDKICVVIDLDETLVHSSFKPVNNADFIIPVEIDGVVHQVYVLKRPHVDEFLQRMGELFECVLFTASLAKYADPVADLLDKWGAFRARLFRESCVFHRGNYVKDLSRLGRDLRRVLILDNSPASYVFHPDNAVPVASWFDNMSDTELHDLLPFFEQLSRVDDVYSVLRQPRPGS
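Test system: SCP-1 catalytic domain; Buffer or medium: Acidic Tris acetate buffer with magnesium and detergent; Also added: Phosphorylated 17-residue peptide substrate; Compound: single 20 µM dose, 1% DMSO; Schedule: enzyme reaction 45 min at room temperature, colour 5 min, stabilisation 30 min; Signal: Phosphate-binding colour reagent, absorbance read at 630 nm.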
STEP inh: STEP phosphatase inhibitors, primary screen, biochemical, fluorescence intensity, uHTS. Tyrosine-protein phosphatase non-receptor type 5 (Homo sapiens), P54829. hit rate 0.25% among 360,000. recombinant STEP, OMFP fluorogenic substrate. AID 588621, 2011. inhibition, % at 20 µM;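 active means inhibition at 20 µM, scaled per plate between control wells, above about 37%, limit read from the data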;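 further: 0% = DMSO with enzyme and substrate and 100% = substrate only without enzyme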
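System: isolated STEP enzyme; schedule: 20 min enzyme reaction at room temperature, protected from light; medium: Bis-Tris buffer pH 6.0, 2.5 mM DTT, 0.005% Tween 20; signal: fluorescence, 480/540 nm; dosing: single compound dose of 20 µM, 1% DMSO final; also added: OMFP substrate, 25 µM final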
Rin1-Abl PPI inh: inhibitors of Rin1-Abl protein binding, primary screen, biochemical, TR-FRET; Tyrosine-protein kinase ABL1 (Homo sapiens) + Ras and Rab interactor 1 (Homo sapiens), …; inhibition, % at 7.35 µM; hit rate 0.4% among 360,000; AID 588664, 2011; in the data active means inhibition above about 5%, passing the limit was not always enough
* marks the source's active call; other numbers are inactive results; i = inactive; · = not tested or not shown; + = active, no number.

SMILES	Rpn11 block	DNMT1 inh	LMPTP inh	SUMO1-SIM PPI	Neddylation inh	NadD block	CSN deneddyl inh	Scp1 inh	STEP inh	Rin1-Abl PPI inh
Cc1ccc(C(=O)N/N=C/c2c(O)ccc3ccccc23)cn1	+	3	0.5	-7	i	1	23	-14	0	0
O=C(COC(=O)Cc1ccccc1[N+](=O)[O-])NNC(=O)c1ccc([N+](=O)[O-])cc1	i	4	-1.3	-30	i	-3	-4	-5	0	7
CCC(C)NS(=O)(=O)c1ccc(-c2csnn2)s1 (stereo not drawn)	i	2	0.7	-2	i	0	4	-2	0	-1
C[C@H](NC(=O)OC(C)(C)C)C(=O)N/N=C/c1ccc2nccnc2c1	i	5	1.0	-14	i	-1	-1	-16	1	-4
CCCC1CCC(c2ccc(/C(N)=N/O)cc2)CC1 (stereo not drawn)	i	10	-0.7	3	i	3	-3	2	0	-3
CCOC(=O)C1=C(C)NC(=O)NC1c1c(O)ccc2ccccc12 (stereo not drawn)	i	0	-1.7	1	i	-6	2	-7	-2	2
O=C(Cc1ccc(S(=O)(=O)N2CCOCC2)s1)N1CCN(S(=O)(=O)c2ccccc2F)CC1	i	4	-1.1	2	i	-3	1	-8	-2	0
CCOC(=O)N1CCC(NC(=O)CN2C(=O)COc3ccc(C(C)(C)C)cc32)CC1	i	-1	-0.2	1	i	-2	0	-8	-6	2
COc1ccc(N(C(=O)C(C)C)S(=O)(=O)c2cccc([N+](=O)[O-])c2)cc1	i	1	0.8	-19	i	-7	4	-9	-1	-2
Cc1ccc(CSCCNS(=O)(=O)c2ccc(C)cc2)cc1	i	9	1.9	-1	i	-7	-11	-11	-3	4
CCOc1ccc(-c2cn(-c3cccc(SC)c3)c(=O)[nH]2)cc1	i	-10	0.8	-1	i	-1	-14	-11	-2	-3
Cc1[nH]c(=O)[nH]c(=O)c1/C=N/NC(=O)[C@H](C)N	i	5	-1.7	-2	i	-3	-1	3	-2	-1
CCN(CC(=O)NCc1cccs1)C(=O)c1cccc(S(=O)(=O)N(C)C)c1	i	4	-1.8	1	i	-4	-7	-15	-1	2
COc1ccc(OC)c(C(=O)CSc2nnc(-c3cccs3)n2C)c1	i	-1	-1.2	-1	i	-5	-7	4	-2	0
Cc1ccc(C(=O)NCCCNC(=O)c2ccccc2F)cn1	i	1	-0.8	3	i	-1	5	2	0	0
COc1ccc(S(=O)(=O)NC2(C(F)(F)F)N=C3SCCN3C2=O)cc1 (stereo not drawn)	i	6	-0.7	4	i	-2	-1	5	1	1
CCCS(=O)(=O)N1CCC(C(=O)NCCN2CCC(Cc3ccccc3)CC2)CC1	i	-1	-1.9	-2	i	-3	-4	-15	-2	-1
OCCN1CCN(Cc2cc(Br)cc(Br)c2O)CC1	i	1	-1.1	6	i	1	-2	-2	0	2
COc1ccc(CN2CCN(CC=C(C)C)C(CCO)C2)cc1Cn1cccn1 (stereo not drawn)	i	-1	-1.0	2	i	-3	-2	-3	-3	2
Cc1cnc(NC(=O)CN2CCN(c3ccccc3F)CC2)s1	i	1	-3.2	-4	i	0	1	-5	2	1
OCC#CCSc1nnc(-c2ccccc2Br)o1	i	-1	-0.2	3	i	0	4	-3	-3	1
CS(=O)(=O)c1ccc(Cl)c(NC(=O)COC(=O)/C=C/c2cnc3ccccc3n2)c1	i	22	2.2	-9	i	1	1	-11	0	-6
CC1CCC2(CC1)NC(=O)N(CC(=O)c1ccc(Cl)s1)C2=O (stereo not drawn)	i	-1	-0.6	-5	i	-3	4	-10	-1	3
CN(C)c1nc(N(C)C)nc(N2CC(=O)N(c3ccccc3)C2=N)n1	i	-4	0.3	-2	i	-4	-1	-11	-2	1
CCOCCCNc1nc2c(C)cccn2c(=O)c1/C=C1\SC(=S)N(C(C)CC)C1=O (stereo not drawn)	·	4	4.4	-32	i	-1	-78	-4	-48	-1

(continued)
SMILES	Rpn11 block	DNMT1 inh	LMPTP inh	SUMO1-SIM PPI	Neddylation inh	NadD block	CSN deneddyl inh	Scp1 inh	STEP inh	Rin1-Abl PPI inh
CCn1ncc(S(=O)(=O)NCc2ccccc2Cl)c1C	i	5	1.8	5	i	-8	-5	2	3	-1
COc1ccc(NC(=O)Nc2c[nH]c(=O)[nH]c2=O)cc1OC	i	-4	-1.6	2	i	-9	5	-6	1	-2
CCCc1c(NC(=O)Nc2ccc(F)cc2)cnn1-c1ccc(Cl)cc1	i	-3	1.4	-3	i	-2	-3	3	1	-1
Cc1ccc2[nH]c(=O)c3cc(C(=O)NC(C)C)sc3c2c1	i	13	2.3	-4	·	-4	4	6	-2	-6
O=C(Nc1cc(C(F)(F)F)ccc1N1CCOCC1)c1ccc(Cl)nc1	i	-1	-2.3	0	i	4	-2	4	-3	1
Cc1ccc(CCC(=O)Nc2ccc(CC(=O)O)cc2)o1	i	0	-0.9	6	i	-5	4	-4	3	-1
CC(C)n1ncc2c(C(=O)N3CCN(Cc4ccc(Cl)s4)CC3)cc(C3CC3)nc21	i	-4	3.5	4	i	1	-2	-8	2	2
CN1CCN(S(=O)(=O)c2ccc3c(c2)OCCO3)CC1	i	1	-2.0	-1	i	1	-2	11	-1	-2
N#C/C(=C\c1cccnc1)C(=O)Nc1ccc(SC(F)F)cc1	i	-2	1.7	-3	i	6	6	-9	-2	1
CCCCCCc1ccc(OC(=O)c2ccncc2)cc1	i	2	2.2	6	·	3	-2	-1	3	3
COc1ccc(S(=O)(=O)CCC(=O)Nc2c(C)cccc2C)cc1	i	4	-0.2	-3	i	-6	0	-10	1	3
O=C(Nc1cccc(Cl)c1)Nc1ccc2c(c1)OCO2	i	-14	1.8	-2	i	-3	4	-6	-1	0
CCC1(CC)NC(=O)N(CC(=O)Nc2cccc3ccccc23)C1=O	i	1	-0.1	-6	i	3	7	-5	-2	0
CCOC(=O)Cn1c2ccc(C)cc2c2nc(C)sc21	i	-6	-0.3	0	i	-6	-3	-9	0	-8
Cc1ccccc1-n1c(-c2cccnc2)n[nH]c1=S	i	6	-1.8	-2	i	1	5	-2	-2	-1
O=C(COc1ccccc1Cl)N1CCCC1	i	0	1.8	-1	i	-4	2	-2	2	2
O=C(NCc1ccccc1)C(c1ccncc1)n1c(=O)c(-c2ccccc2)nc2ccccc21 (stereo not drawn)	·	·	-0.7	-19	i	·	-5	·	·	·
CCn1c(CNc2ccc(OC)cc2)nnc1SCC(=O)c1ccc(OC)cc1	i	4	-1.1	0	i	-4	5	-10	0	3
Cc1nn(C)cc1CN(C)C(=O)CC12CC3CC(CC(C3)C1)C2	i	3	-2.1	4	i	0	-7	-7	0	1
CC1(C)CC(=O)C2=C(C1)N(CC1CCCO1)C(=O)C2(NC(=O)c1cccnc1)C(F)(F)F (stereo not drawn)	i	-3	-0.7	1	i	2	-2	-7	-2	-6
CC(=O)Nc1ccc(C(=O)OCC(=O)Nc2ccc(S(=O)(=O)N3CCOCC3)cc2)cc1	i	-1	-1.7	0	i	2	-3	-10	-3	3
CC(=O)Nc1ccc(NC(=O)COC(=O)c2c3c(nc4ccccc24)CCN(Cc2ccccc2)C3)cc1	i	-36	0.1	0	i	11	-6	-7	-1	0
O=C(COc1ccccc1)Nc1ccc(S(=O)(=O)Nc2ncccn2)cc1	i	-1	-1.1	2	i	-2	3	-2	0	1
CCCC(=O)Nc1ccc(-c2csc(N/N=C\c3ccncc3)n2)cc1	i	-15	1.1	-9	i	5	3	-1	28	-8
COc1ccc(C(=O)Nc2ccc(N3CCCC3)cc2)cc1	+	86*	40	5	i	40*	13	-9	5	-3
CCOc1ccc(OCc2ccc(C(=O)O)o2)cc1	i	17	-0.1	1	i	-7	-3	7	6	-4
CC1CCCCC12NC(=O)N(CC(=O)Nc1ccccc1N1CCOCC1)C2=O (stereo not drawn)	i	2	0.1	1	i	0	-6	4	-1	3
F[B-](F)(F)COCc1ccccc1Br	i	2	-1.7	7	i	0	2	-4	-1	-4

Structures shown so far that contain two or more sulfur atoms, in the order listed:
SMILES	Rpn11 block	DNMT1 inh	LMPTP inh	SUMO1-SIM PPI	Neddylation inh	NadD block	CSN deneddyl inh	Scp1 inh	STEP inh	Rin1-Abl PPI inh
CCC(C)NS(=O)(=O)c1ccc(-c2csnn2)s1 (stereo not drawn)	i	2	0.7	-2	i	0	4	-2	0	-1
O=C(Cc1ccc(S(=O)(=O)N2CCOCC2)s1)N1CCN(S(=O)(=O)c2ccccc2F)CC1	i	4	-1.1	2	i	-3	1	-8	-2	0
Cc1ccc(CSCCNS(=O)(=O)c2ccc(C)cc2)cc1	i	9	1.9	-1	i	-7	-11	-11	-3	4
CCN(CC(=O)NCc1cccs1)C(=O)c1cccc(S(=O)(=O)N(C)C)c1	i	4	-1.8	1	i	-4	-7	-15	-1	2
COc1ccc(OC)c(C(=O)CSc2nnc(-c3cccs3)n2C)c1	i	-1	-1.2	-1	i	-5	-7	4	-2	0
COc1ccc(S(=O)(=O)NC2(C(F)(F)F)N=C3SCCN3C2=O)cc1 (stereo not drawn)	i	6	-0.7	4	i	-2	-1	5	1	1
CCOCCCNc1nc2c(C)cccn2c(=O)c1/C=C1\SC(=S)N(C(C)CC)C1=O (stereo not drawn)	·	4	4.4	-32	i	-1	-78	-4	-48	-1

3 compounds out of the list above, ordered by the number in Rin1-Abl PPI inh, low to high:
SMILES	Rpn11 block	DNMT1 inh	LMPTP inh	SUMO1-SIM PPI	Neddylation inh	NadD block	CSN deneddyl inh	Scp1 inh	STEP inh	Rin1-Abl PPI inh
CCOc1ccc(OCc2ccc(C(=O)O)o2)cc1	i	17	-0.1	1	i	-7	-3	7	6	-4
O=C(COc1ccccc1Cl)N1CCCC1	i	0	1.8	-1	i	-4	2	-2	2	2
COc1ccc(S(=O)(=O)CCC(=O)Nc2c(C)cccc2C)cc1	i	4	-0.2	-3	i	-6	0	-10	1	3
